Compound activity (PubChem)
STEP inh: inhibitors of human striatal-enriched phosphatase STEP; AID 588621; P54829; recombinant STEP, OMFP fluorogenic substrate, fluorescence; inhibition, % at 20 µM; actives 0.25% (n = 360,000);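 active = inhibition at 20 µM, scaled per plate between control wells, above about 37%, limit read from the data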;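 also: 0% = DMSO with enzyme and substrate and 100% = substrate only without enzyme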
Target sequence (P54829 whole entry, looked up): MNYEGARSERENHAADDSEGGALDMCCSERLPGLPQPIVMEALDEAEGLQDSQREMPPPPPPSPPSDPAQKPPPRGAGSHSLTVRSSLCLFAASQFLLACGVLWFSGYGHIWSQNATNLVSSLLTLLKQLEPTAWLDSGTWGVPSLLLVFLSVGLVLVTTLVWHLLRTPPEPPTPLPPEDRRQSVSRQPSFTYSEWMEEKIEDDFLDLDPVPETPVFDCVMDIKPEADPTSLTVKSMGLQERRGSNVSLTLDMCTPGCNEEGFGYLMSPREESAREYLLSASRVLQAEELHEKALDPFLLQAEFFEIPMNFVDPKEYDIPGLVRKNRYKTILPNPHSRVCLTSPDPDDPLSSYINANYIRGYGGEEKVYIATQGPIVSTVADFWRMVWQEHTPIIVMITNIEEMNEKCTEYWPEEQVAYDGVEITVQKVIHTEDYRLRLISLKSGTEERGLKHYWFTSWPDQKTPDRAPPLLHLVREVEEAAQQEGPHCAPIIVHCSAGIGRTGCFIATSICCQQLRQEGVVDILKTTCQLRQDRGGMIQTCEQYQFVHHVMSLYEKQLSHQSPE
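System: STEP (striatal-enriched tyrosine phosphatase) enzyme, cell-free; medium: Bis-Tris pH 6.0 buffer with DTT, detergent; dosing: 20 µM, 1% DMSO; times: reaction 20 min, ambient temperature; detection: fluorescence, 480/540 nm; read-out basis: normalized % inhibition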
SUMO1 PPI mod: SUMO1-SIM interaction modulation | P63165 | SUMO1 binding to a labelled peptide, TR-FRET, 1 h | inhibition, % at 20 µM | actives 0.33% (n = 360,000) | AID 602429; in the data active = inhibition above about 37%
Target sequence (P63165 whole entry, looked up): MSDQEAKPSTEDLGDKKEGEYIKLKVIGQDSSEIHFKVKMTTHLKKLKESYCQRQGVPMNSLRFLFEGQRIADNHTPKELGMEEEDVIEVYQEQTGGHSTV
DNMT1 block: DNMT1 (human) enzyme inhibition; inhibition (reported as % activation of signal), % at 10 µM; AID 588458; actives 0.83% (n = 360,000); DNMT1 molecular beacon, Hinp1I cleavage, fluorescence; in the data active = inhibition above about 50%
NRP1-CendR mod: modulators of CendR peptide binding to human neuropilin-1; FAM-RPARPAR peptide binding to NRP-1, fluorescence polarization; inhibition, % at 25 µM; actives 0.85% (n = 360,000);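 active = inhibition or corrected inhibition above about 18%, plus a signal ratio from 0.5 to 1.5, limit read from the data, passing the limit was not always enough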; also: strong numbers were not always called active
MT1-MMP act inh: blocks activation of human MT1-MMP; P50281; HT1080 RFP-PRO-GFP cells, GFP/RFP ratio fluorescence, overnight; percent of plate control window, DMSO zero; GFP/RFP ratio change, % at 20 µM; actives 0.061% (n = 360,000); AID 651647;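 active = GFP/RFP ratio change of at least 30% with cell ATP level not reduced by more than half and red fluorescence within 50% of control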; also: strong numbers were not always called active
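Assay system: HT1080 cells carrying an RFP-PRO-GFP reporter | Dosing: Single dose of 20 µM compound, 1% DMSO final | Incubation: Cells overnight before dosing, compound overnight, 37 °C, 5% CO2 | Evaluation: GFP/RFP fluorescence ratio | Control set: DMSO and RFP-L50D-GFP cell wells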
Rpn11 inh: blocks the human proteasome subunit Rpn11 | O00487 | actives 0.59% (n = 360,000) | human 26S proteasome, Ub4-pepOG fluorescence polarization; 20S core pre-blocked with epoxomicin | AID 588493 | calls only at 20 µM;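 active = inhibition at 20 µM, scaled to each plate's controls, above about 33%, limit read from the data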
Scp-1 inhibitor: blocks human Scp-1 phosphatase activity; inhibition, % at 20 µM; Recombinant Scp1, phosphopeptide, malachite green phosphate absorbance; AID 493091; actives 0.88% (n = 340,000); Q9GZU7;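 active = inhibition above about 50% at 20 µM, limit read from the data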;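 also: plate controls were DMSO wells with enzyme for no effect and wells lacking enzyme for full effect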
Target sequence (Q9GZU7 76-261 limits assumed): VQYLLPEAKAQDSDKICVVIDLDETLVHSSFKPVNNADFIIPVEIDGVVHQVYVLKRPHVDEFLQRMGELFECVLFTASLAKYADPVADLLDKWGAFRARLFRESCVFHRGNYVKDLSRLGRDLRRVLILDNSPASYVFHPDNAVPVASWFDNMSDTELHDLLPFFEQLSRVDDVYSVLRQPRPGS
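Test system: SCP-1 phosphatase catalytic domain, residues 76-261; measured by: colorimetric phosphate reagent with accelerator and stabiliser, absorbance at 630 nm; timing: enzyme reaction 45 min at room temperature, colour 5 min, stabilisation 30 min; also added: Phosphorylated 17-residue peptide substrate; compound dosing: one concentration, 20 µM, with 1.0% DMSO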
LMPTP inh: blocks human LMPTP phosphatase; P24666; recombinant LMPTP-A, OMFP fluorogenic substrate, fluorescence intensity; inhibition, % at 20 µM; actives 0.22% (n = 360,000);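 active = compounds that cut the enzyme signal by at least half of the control window in the single-dose screen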;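 also: plate controls were DMSO wells with enzyme plus substrate for no effect and substrate without enzyme for full effect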
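test system = LMPTP-A | amount = 0.625 nM LMPTP-A final | reagent = fluorogenic phosphatase substrate OMFP at 400 µM final | incubation = 50 min at room temperature | benchmarks = no-enzyme low control, uninhibited high control | medium = Bis-Tris pH 6.0, DTT, detergent | signal = fluorescence intensity of OMFP turnover product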
SKN-1 block: inhibitors of C. elegans SKN-1. actives 0.49% (n = 360,000). C. elegans VP596 Pgst-4::GFP/RFP ratio, acrylamide-induced, 24 h. inhibition, % at 21.8 µM;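 active = interference check ratio from 0.5 to 1.5 plus GFP to RFP signal ratio inhibition reaching or exceeding a fixed threshold, cut at about 30% in these data, passing the limit was not always enough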; also: some compounds called inactive have numbers as strong as hits
NadD inh: blocks S. aureus nicotinate mononucleotide adenylyltransferase; purified NadD enzyme, colorimetric absorbance read-out; inhibition, % at 20 µM; actives 0.78% (n = 360,000); AID 602399; in the data active = inhibition above about 26%; also: some compounds past the cut are filed as inactive
* hit, by the source's call; i = inactive; . = no result given; + = active, no number.

structure	SUMO1 PPI mod	NRP1-CendR mod	DNMT1 block	STEP inh	Rpn11 inh	Scp-1 inhibitor	LMPTP inh	MT1-MMP act inh	NadD inh	SKN-1 block
CC#CP(=O)(OC)C(O)(CF)c1ccccc1 (stereo not given)	-2	14	3	1	i	-2	-0.9	4	6	7
O=C1COc2ccc(C(=O)COC(=O)Cc3ccccc3)cc2N1	-1	2	0	3	i	-6	2.7	0	8	-5
CC(Cc1ccccc1Sc1ccccc1O)N(C)C (stereo not given)	2	1	2	1	i	-4	-1.9	-7	-9	0
COc1ccc(CN2C(=O)NC(=O)/C(=C/c3cc(OC)c(OC)c(OC)c3)C2=O)cc1	9	-5	-2	-1	i	4	-1.2	-4	3	-4
c1ccc(N2[C@@H]3CC[C@H]2c2ccncc2C3)cc1	0	6	.	.	.	.	0.6	7	.	7
O=S(=O)(c1cc(Cl)cc(Cl)c1)N1Cc2cc(-c3cccc(F)c3)ccc2-n2nncc2C1	4	12	14	2	i	.	1.1	3	7	9
Cc1cccc(-n2c(-c3ccco3)nc3ccccc3c2=O)c1C	-3	-2	2	4	i	-7	-0.9	-1	1	6
N#Cc1ccc(NC(=O)CN2CCCCCC2)cc1Cl	2	4	3	-2	i	10	1.4	5	0	-4
CN(C)c1ccc(/C=C/[N+](=O)[O-])cc1	-15	-18	4	3	i	-3	1.0	3	3	40*
CCn1c(=N)n(Cc2ccccc2F)c2ccccc21	-1	-2	1	-2	i	-2	-1.2	1	-3	0
Cc1cc(C=C2C(=O)N(C)C(=O)N(C)C2=O)c(C)n1-c1ccccc1	3	5	6	-4	i	-1	-0.1	3	-1	-8
O=C1Nc2ccccc2/C1=C/c1cnc[nH]1	-11	-8	0	2	i	82*	-1.1	-9	-6	3
CC(C)C1(C)N=C(c2ncccc2C(=O)O)NC1=O (stereo not given)	-2	6	94*	-1	i	-11	-2.4	2	-2	-3
COc1ccc2c(c1)/C(=C/c1cnc[nH]1)C(=O)N2	-27	-6	0	1	i	-9	-0.6	-3	3	-36
Nc1ccc(C2(c3ccc(N)cc3)CN3CCC2CC3)cc1	5	-2	-6	-5	i	2	12	-3	-7	-2
Cc1ccccc1C1=NCC(=S)Nc2ccc(Cl)cc21	1	2	0	2	i	9	1.5	5	-3	9
CCN1C[C@]2(COC)CC[C@H](OC)[C@@]34C5C[C@H]6C(=O)C5[C@](O)(C[C@H]6OC)[C@@](O)(C(OC)C23)[C@@H]14 (stereo not given in full)	5	-8	0	0	i	12	-1.8	6	4	8
CCN1CC2(COC(=O)c3ccccc3N)CCC(OC)C34C5CC6C(OC)CC(O)(C5C6OC)C(O)(C(OC)C23)C14 (stereo not given)	2	2	1	-4	i	0	0.3	3	5	-17
C[C@@H]1NCCc2cc(O)c(O)cc21	3	1	4	-2	i	-17	22	-4	2	-9
Cc1ccc(-n2c(O)c(/C=N/N3CCCCC3c3cccnc3)c(=O)[nH]c2=S)cc1 (stereo not given)	1	-73	1	3	+	4	0.3	-9	4	18
CCOC(=O)c1c(-n2c(C)cc(C=C3C(=O)NC(=O)NC3=O)c2C)sc2c1CCCC2	30	-58	44	1	i	0	2.9	0	17	-7
C[C@]12CCC3[C@@H](CC[C@@H]4C[C@H](O)CC[C@]34C)[C@@H]1CCC2=O (stereo not given in full)	3	14	4	3	i	-3	-1.2	1	-3	-1
Cc1ccc(-c2nc3ccc(C)cn3c2CC(=O)N(C)C)cc1	3	-9	-2	-1	i	30	0.7	2	1	-5
O=C(c1ccccc1)c1cn(CC(=O)N2CCCc3ccccc32)c2ccccc12	3	-2	-2	0	i	-4	3.1	4	11	-2

Compounds from the list above that have a halogen (5):
structure	SUMO1 PPI mod	NRP1-CendR mod	DNMT1 block	STEP inh	Rpn11 inh	Scp-1 inhibitor	LMPTP inh	MT1-MMP act inh	NadD inh	SKN-1 block
CC#CP(=O)(OC)C(O)(CF)c1ccccc1 (stereo not given)	-2	14	3	1	i	-2	-0.9	4	6	7
O=S(=O)(c1cc(Cl)cc(Cl)c1)N1Cc2cc(-c3cccc(F)c3)ccc2-n2nncc2C1	4	12	14	2	i	.	1.1	3	7	9
N#Cc1ccc(NC(=O)CN2CCCCCC2)cc1Cl	2	4	3	-2	i	10	1.4	5	0	-4
CCn1c(=N)n(Cc2ccccc2F)c2ccccc21	-1	-2	1	-2	i	-2	-1.2	1	-3	0
Cc1ccccc1C1=NCC(=S)Nc2ccc(Cl)cc21	1	2	0	2	i	9	1.5	5	-3	9

(continued)
structure	SUMO1 PPI mod	NRP1-CendR mod	DNMT1 block	STEP inh	Rpn11 inh	Scp-1 inhibitor	LMPTP inh	MT1-MMP act inh	NadD inh	SKN-1 block
CC1CCCN(C(=O)c2ccc(N3CC4CC(C3)c3cccc(=O)n3C4)c([N+](=O)[O-])c2)C1 (stereo not given)	-12	0	0	0	i	-1	-1.1	-1	6	10
COc1ccccc1CCNC1CCCC(C)C1 (stereo not given)	1	-10	1	-1	i	-7	-0.8	3	-3	-1
Cc1ccc(C2N(c3ccccn3)C(=O)C3CCCN32)o1 (stereo not given)	-6	5	2	-3	i	-4	-0.2	-1	-2	1
C=CCn1c(O)c(C(C)=NC(C)c2ccccc2)c(=O)[nH]c1=O (stereo not given)	4	0	2	-1	i	-11	-0.4	8	1	6
O=C1CC23c4ccccc4N4C(=O)CC5OCC=C6CN1C2CC6C5C43 (stereo not given)	2	-16	16	-3	i	0	-1.3	1	1	10
Nc1ccc(Cl)cc1C(=O)c1ccccc1Cl	-11	-14	10	-1	i	-5	1.8	0	-6	16
NC1C2CN3CCN(C2)CC1(c1ccccc1)C3 (stereo not given)	0	3	1	2	i	-11	-2.9	-1	-4	16
CCC(=NCCN1CCOCC1)c1c(O)n(C2CCCCC2)c(=O)[nH]c1=O	-4	6	0	1	i	-7	-4.0	0	-4	11
O=C1NC(=O)N(Cc2ccccc2Cl)C(=O)/C1=C/c1cccs1	10	-23	2	-1	i	-2	0.1	11	30	15
COC[C@]12CN(C)C3C4[C@H](OC)[C@H]1C3([C@@H](OC)C[C@H]2O)[C@@H]1C[C@@]2(O)[C@H](OC(=O)c3ccccc3)[C@@H]1[C@]4(OC(C)=O)[C@@H](O)[C@@H]2OC	1	4	-10	-1	i	1	0.6	0	-8	8
CCCN1CCC[C@@H](c2cccc(O)c2)C1	-1	-4	-1	0	i	-4	-0.5	2	-6	-2
CC1=CC(=C2C(=O)NC(=O)NC2=O)C=C(C(F)(F)F)N1Cc1ccccc1	0	-6	2	0	i	-1	-0.9	-1	-2	10
COc1ccc(CCNCc2cccc(C(F)(F)F)c2)cc1OC	5	-1	0	1	i	-9	-2.6	-1	-11	2
COC(C)(C)CCCC(C)C/C=C/C(C)=C/C(=O)OC(C)C (stereo not given)	3	-3	-1	4	i	-9	1.6	0	10	2
COc1cc(/C=C2/C(=O)NC(=O)N(c3ccc(C)cc3)C2=O)cc(OC)c1OC	-1	-5	-4	-1	i	-4	0.4	6	2	7
CCCN(CCC)C1Cc2cc(OC)c(OC)cc2C1	1	-13	2	-3	i	-14	-0.5	0	4	6
N#CC(c1ccccc1)N1CCOCC1 (stereo not given)	1	3	1	0	i	-2	-2.0	2	0	-4
O=[N+]([O-])c1ccc2c(c1)C(c1ccccc1)=NCCN2	-20	-2	3	1	i	-13	0.8	-4	-3	14

Retrieved by structure from above (six):
structure	SUMO1 PPI mod	NRP1-CendR mod	DNMT1 block	STEP inh	Rpn11 inh	Scp-1 inhibitor	LMPTP inh	MT1-MMP act inh	NadD inh	SKN-1 block
COC[C@]12CN(C)C3C4[C@H](OC)[C@H]1C3([C@@H](OC)C[C@H]2O)[C@@H]1C[C@@]2(O)[C@H](OC(=O)c3ccccc3)[C@@H]1[C@]4(OC(C)=O)[C@@H](O)[C@@H]2OC	1	4	-10	-1	i	1	0.6	0	-8	8
CC1=CC(=C2C(=O)NC(=O)NC2=O)C=C(C(F)(F)F)N1Cc1ccccc1	0	-6	2	0	i	-1	-0.9	-1	-2	10
O=[N+]([O-])c1ccc2c(c1)C(c1ccccc1)=NCCN2	-20	-2	3	1	i	-13	0.8	-4	-3	14
CCCN(CCC)C1Cc2cc(OC)c(OC)cc2C1	1	-13	2	-3	i	-14	-0.5	0	4	6
O=C1NC(=O)N(Cc2ccccc2Cl)C(=O)/C1=C/c1cccs1	10	-23	2	-1	i	-2	0.1	11	30	15
COc1cc(/C=C2/C(=O)NC(=O)N(c3ccc(C)cc3)C2=O)cc(OC)c1OC	-1	-5	-4	-1	i	-4	0.4	6	2	7

The list is partial; rates above refer to the full screens.
